PglD inh = C. jejuni PglD acetyltransferase inhibitors, primary screen, biochemical, DTNB colorimetric, single point; 360,000 compounds, 0.098% hits; inhibition, % at 12.5 µM; purified PglD enzyme, DTNB colorimetric CoA detection; AID 602405, 2012; in the data active = inhibition above about 16%, passing the limit was not always enough; note: strong numbers were not always called active
ERAP1 HTS inh = human ERAP1 aminopeptidase inhibitors, primary screen, biochemical, single point, plate reader. 340,000 compounds, 0.15% hits. Endoplasmic reticulum aminopeptidase 1 (Homo sapiens), Q9NZ08. AID 652197, 2013. recombinant ERAP1, Leu-AMC fluorescence, 60 min. inhibition, % at 10.7 µM;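 active = mean replicate inhibition of at least 30%, or all replicates individually reaching that 30% level; inactive = mean below 30% and not every replicate reaching it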;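 note: 0% = neutral control wells and 100% = L-leucinethiol positive control wells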
Target sequence (Q9NZ08 whole entry, looked up): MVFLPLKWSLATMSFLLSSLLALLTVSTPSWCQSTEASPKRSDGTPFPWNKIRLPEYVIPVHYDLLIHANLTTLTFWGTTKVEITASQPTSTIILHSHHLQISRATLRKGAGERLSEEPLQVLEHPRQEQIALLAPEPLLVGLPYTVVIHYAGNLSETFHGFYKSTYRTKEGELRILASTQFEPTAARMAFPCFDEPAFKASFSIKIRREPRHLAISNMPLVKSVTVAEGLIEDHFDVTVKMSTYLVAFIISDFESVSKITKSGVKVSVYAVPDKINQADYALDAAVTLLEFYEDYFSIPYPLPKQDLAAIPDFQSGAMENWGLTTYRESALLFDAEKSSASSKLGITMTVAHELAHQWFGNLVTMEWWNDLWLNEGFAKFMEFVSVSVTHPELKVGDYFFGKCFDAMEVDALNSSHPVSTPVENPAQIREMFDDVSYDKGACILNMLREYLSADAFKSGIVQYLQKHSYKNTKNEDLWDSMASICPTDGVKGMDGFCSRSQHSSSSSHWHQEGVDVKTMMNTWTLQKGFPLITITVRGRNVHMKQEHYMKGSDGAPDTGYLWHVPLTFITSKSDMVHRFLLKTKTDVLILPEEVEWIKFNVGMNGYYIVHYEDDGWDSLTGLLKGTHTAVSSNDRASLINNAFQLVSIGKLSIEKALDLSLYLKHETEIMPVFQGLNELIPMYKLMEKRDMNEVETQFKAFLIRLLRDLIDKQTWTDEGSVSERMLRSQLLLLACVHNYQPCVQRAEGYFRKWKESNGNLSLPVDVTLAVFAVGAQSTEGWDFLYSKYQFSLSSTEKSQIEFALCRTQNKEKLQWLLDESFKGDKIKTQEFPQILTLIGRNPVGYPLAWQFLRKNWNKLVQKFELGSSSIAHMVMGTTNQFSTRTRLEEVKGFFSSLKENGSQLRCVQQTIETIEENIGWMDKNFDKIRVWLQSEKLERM
FN deposition inh = inhibitors of fibronectin matrix deposition, primary screen, AH1F cells, Alexa488-fibronectin fluorescence, plate reader; AH1F fibroblasts, overnight; inhibition, % at 12.6 µM; 350,000 compounds, 0.086% hits; AID 743247, 2014;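 active = mean inhibition across replicates of 30% or more, regardless of how many single replicates reach that level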;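 note: positive control wells lacked labelled fibronectin entirely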
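Material: AH1F fibroblast monolayer depositing Alexa488-labelled fibronectin into matrix | Input: 10000 AH1F cells/well | Medium: DMEM plus 2% serum, read in PBS | Reagent: Alexa488-fibronectin, 24 nM final in well | Compound dosing: One dose per compound, pinned | Schedule: 1 h adhesion, overnight exposure | Measured by: Fluorescence at 485 nm excitation, 525 nm emission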
EWS-Fli inh = EWS/Fli-driven NR0B1 reporter inhibitors, primary screen, A673 cells, NR0B1 luciferase, luminescence, MLPCN library; 350,000 compounds, 0.67% hits; viability-normalised; inhibition, % at 12.6 µM;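 active = mean inhibition of at least 50% after viability correction, with every replicate also passing that limit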;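 note: firefly luciferase signal divided by Alamar Blue viability fluorescence both relative to DMSO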
LGR2 inh = inhibitors of bursicon-induced LGR2 CRE-luciferase signal, primary screen, cell-based, HEK293, CRE-luciferase reporter, bursicon stimulation; bursicon-stimulated, 4 h; AID 720647, 2013; 380,000 compounds, 0.35% hits; Drosophila bursicon receptor LGR2 (rickets); inhibition, % at 9.99 µM;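 active = drop in luminescence signal, shown as inhibition above about 50% in the replicate tests, limit read from the data, passing the limit was not always enough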;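 note: agonist challenge used bursicon conditioned medium at about half maximal strength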
S100A4 MyoIIA = inhibitors of S100A4-myosin IIA peptide binding, primary screen, biochemical, fluorescence polarization, TAMRA-MyoIIA peptide; Protein S100-A4 (Homo sapiens), P26447; inhibition, % at 10.7 µM; 360,000 compounds, 0.14% hits; AID 652163, 2013;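 active = mean inhibition of at least 70% across replicates, with every replicate also reaching that level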
Target sequence (P26447 whole entry, looked up): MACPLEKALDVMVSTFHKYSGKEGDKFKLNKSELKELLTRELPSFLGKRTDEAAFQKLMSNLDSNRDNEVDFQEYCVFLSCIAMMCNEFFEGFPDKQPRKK
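Material: S100A4 monomer (human). Medium: Calcium-containing HEPES buffer, pH 7.2. Probe or stimulus: labelled myosin peptide probe, 5 nM. Compound dosing: one concentration per compound. Timing: polarization read 5 min after assay mix addition, stable 5–60 min. Benchmarks: DMSO as neutral control, TFP as positive control.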
PAX8 inh HTS = inhibitors of PAX8-driven TPO luciferase reporter, primary screen, RMG-I cells, single concentration; AID 652154, 2013; SteadyGlo, 24 h; 360,000 compounds, 1.2% hits; inhibition, % at 12.6 µM;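 active = mean replicate inhibition at least 60% with every replicate also reaching 60%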;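 note: luciferase light reporting Pax8 driven TPO promoter activity; plate controls were median of neutral control wells for no effect and mitoxantrone controls for full effect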
PGC1a acetyl inh = inhibitors of PGC1a acetylation signal, primary screen, cell-based, U2OS, AlphaScreen, inhibitor mode; AlphaScreen anti-acetyl-lysine; with virally co-expressed GCN5 acetyltransferase; 350,000 compounds, 0.17% hits; inhibition, % at 15.6 µM;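 active = every replicate shows inhibition of at least 40%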;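 note: 0% = neutral control wells and 100% = positive control wells; some results beyond the cut were filed as inactive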
Starred values were filed as active, the others as inactive; & = joins results of further samples.

What do the screens show for `C[C@H]1CN([C@@H](C)CO)C(=O)CCCn2cc(nn2)CO[C@@H]1CN(C)C(=O)Nc1ccc2c(c1)OCCO2`?
PglD inh: -13&-3&0; ERAP1 HTS inh: -5&0&-1; FN deposition inh: -7&-13; EWS-Fli inh: -25&-51&-29; LGR2 inh: -15&-13; S100A4 MyoIIA: 0&7; PAX8 inh HTS: -54&-54; PGC1a acetyl inh: 18&2

Results for CCOc1cc(N2CCOCC2)c(OCC)cc1NC(=O)COC(=O)c1ccc(Cl)nc1 ?
PglD inh: -3; ERAP1 HTS inh: -5; EWS-Fli inh: 2; LGR2 inh: 6; S100A4 MyoIIA: 2; PAX8 inh HTS: 0; PGC1a acetyl inh: 6

What do the screens show for `CC(C)NC(=O)Nc1ccc2c(c1)C(=O)N([C@H](C)CO)C[C@H](C)[C@@H](CN(C)C(=O)Nc1cccc3ccccc13)OCCCC[C@H](C)O2`?
PglD inh: -4; ERAP1 HTS inh: -1; EWS-Fli inh: 19; LGR2 inh: -11; S100A4 MyoIIA: -3; PAX8 inh HTS: 20; PGC1a acetyl inh: 14

Results for CCNC(=O)C1(C)CCCN1C(=O)c1cc(OC)c(OC)c(OC)c1 (stereo not given) ?
PglD inh: 1; ERAP1 HTS inh: -2; FN deposition inh: 15; EWS-Fli inh: 22; LGR2 inh: 3; S100A4 MyoIIA: -4; PAX8 inh HTS: 9

Results for O=C(C1CCN(Cc2ccc(F)cc2)CC1)N1CCN(C/C=C/c2ccccc2)CC1 ?
ERAP1 HTS inh: 7; FN deposition inh: 5; EWS-Fli inh: 16; LGR2 inh: -12; S100A4 MyoIIA: 0; PAX8 inh HTS: 3; PGC1a acetyl inh: 7

Results for CCOC(=O)C/C(N)=N/NC(=O)c1ccc(Cl)cc1Cl ?
ERAP1 HTS inh: 8; FN deposition inh: -3; EWS-Fli inh: 7; LGR2 inh: -7; S100A4 MyoIIA: 1; PAX8 inh HTS: -10; PGC1a acetyl inh: -9

What do the screens show for `C[C@@H]1CN([C@H](C)CO)S(=O)(=O)c2ccc(C#C[C@@H](C)O)cc2O[C@@H]1CN(C)Cc1cccnc1`?
PglD inh: 0; ERAP1 HTS inh: 0; FN deposition inh: -13; EWS-Fli inh: 8; LGR2 inh: -2; S100A4 MyoIIA: -1; PGC1a acetyl inh: 12

How did O=C(COC(=O)Cc1c(Cl)cccc1Cl)Nc1ccc2[nH]c(=O)[nH]c2c1 do in these assays?
PglD inh: -2; ERAP1 HTS inh: 0; EWS-Fli inh: 5; LGR2 inh: -10; S100A4 MyoIIA: -2; PAX8 inh HTS: 7

Results for C=CCc1cccc2cc(C(=O)Nc3ccc(NC(C)=O)cc3)c(=O)oc12 ?
PglD inh: -2; FN deposition inh: 9; EWS-Fli inh: -6; LGR2 inh: -7; S100A4 MyoIIA: -1; PAX8 inh HTS: 4; PGC1a acetyl inh: 2

What do the screens show for `CCOc1ccccc1-n1c(SC(C)C(=O)NCC2CCCO2)nc2ccccc2c1=O` (stereo not given)?
PglD inh: -4; ERAP1 HTS inh: 3; FN deposition inh: 0; EWS-Fli inh: 17; LGR2 inh: 21; S100A4 MyoIIA: 3; PAX8 inh HTS: 22; PGC1a acetyl inh: -6

How did CCNC(=O)C[C@@H]1CC[C@H]2[C@@H](COc3ccc(NC(=O)Nc4ccc(Cl)cc4)cc3C(=O)N2C)O1 do in these assays?
PglD inh: 1; ERAP1 HTS inh: 1; FN deposition inh: -14; EWS-Fli inh: 0; LGR2 inh: -2; S100A4 MyoIIA: 4; PAX8 inh HTS: 7; PGC1a acetyl inh: -8

How did Cc1occc1C(=O)N/N=C/c1ccccn1 do in these assays?
ERAP1 HTS inh: -1; FN deposition inh: 9; EWS-Fli inh: -16; LGR2 inh: -20; S100A4 MyoIIA: 2; PAX8 inh HTS: -82

How did CCS(=O)(=O)N1CCC2(CC1)CN(C(=O)c1cccc(F)c1)[C@H](CO)c1c2c2ccc(OC)cc2n1C do in these assays?
ERAP1 HTS inh: -1; FN deposition inh: -2; EWS-Fli inh: -5; LGR2 inh: -6; S100A4 MyoIIA: 16; PAX8 inh HTS: -2; PGC1a acetyl inh: 0

Results for COc1cccc(CN(C)CC(=O)Nc2c(C)cccc2C(C)C)c1 ?
ERAP1 HTS inh: 3; FN deposition inh: -6; EWS-Fli inh: 7; LGR2 inh: -1; S100A4 MyoIIA: 0; PAX8 inh HTS: -19

How did CN(C)c1ccc(-c2ccnc3c2CC(C)(C(=O)Nc2cccc(Oc4ccccc4)c2)O3)cc1 (stereo not given) do in these assays?
PglD inh: -3; ERAP1 HTS inh: -1; FN deposition inh: -10; EWS-Fli inh: -5; LGR2 inh: 4; S100A4 MyoIIA: -4; PAX8 inh HTS: 18

Brought forward from above: three entries; new compounds follow.
How did CCS(=O)(=O)N1CCC2(CC1)CN(C(=O)c1cccc(F)c1)[C@H](CO)c1c2c2ccc(OC)cc2n1C do in these assays?
ERAP1 HTS inh: -1; FN deposition inh: -2; EWS-Fli inh: -5; LGR2 inh: -6; S100A4 MyoIIA: 16; PAX8 inh HTS: -2; PGC1a acetyl inh: 0

Results for COc1cccc(CN(C)CC(=O)Nc2c(C)cccc2C(C)C)c1 ?
ERAP1 HTS inh: 3; FN deposition inh: -6; EWS-Fli inh: 7; LGR2 inh: -1; S100A4 MyoIIA: 0; PAX8 inh HTS: -19

How did CN(C)c1ccc(-c2ccnc3c2CC(C)(C(=O)Nc2cccc(Oc4ccccc4)c2)O3)cc1 (stereo not given) do in these assays?
PglD inh: -3; ERAP1 HTS inh: -1; FN deposition inh: -10; EWS-Fli inh: -5; LGR2 inh: 4; S100A4 MyoIIA: -4; PAX8 inh HTS: 18

What do the screens show for `CCCn1c(=S)[nH]c2sc3c(c2c1=O)CCCC3`?
PglD inh: 1; ERAP1 HTS inh: -7; FN deposition inh: 3; EWS-Fli inh: 14; LGR2 inh: -3; S100A4 MyoIIA: 1; PAX8 inh HTS: -16; PGC1a acetyl inh: -1

How did Cc1ccc2cc(C(c3nnnn3C3CCCC3)N3CCOCC3)c(=O)[nH]c2c1C (stereo not given) do in these assays?
PglD inh: -2; ERAP1 HTS inh: 5; LGR2 inh: 6; S100A4 MyoIIA: 2; PGC1a acetyl inh: 4

What do the screens show for `CC[C@]12c3[nH]c4ccccc4c3CCN1C(=O)C(CC(=O)NCc1ccco1)C[C@@H]2C(=O)N1CCN(C(=O)C2CC2)CC1` (stereo not given in full)?
PglD inh: 4; ERAP1 HTS inh: -4; FN deposition inh: 1; EWS-Fli inh: -2; LGR2 inh: -4; S100A4 MyoIIA: 0; PAX8 inh HTS: -18; PGC1a acetyl inh: 4

Results for O=[N+]([O-])c1cc([N+](=O)[O-])c(Oc2ccc(F)cc2F)cc1NN1CCCCC1 ?
PglD inh: 0; ERAP1 HTS inh: -2; FN deposition inh: 3; EWS-Fli inh: 6; LGR2 inh: 6; S100A4 MyoIIA: 2; PAX8 inh HTS: -17

What do the screens show for `Cc1noc(C)c1S(=O)(=O)N(C)C[C@@H]1OCCCC[C@H](C)Oc2ccc(NC(=O)CCC(F)(F)F)cc2C(=O)N([C@H](C)CO)C[C@@H]1C`?
PglD inh: 0; FN deposition inh: 0; EWS-Fli inh: 0; LGR2 inh: 4; PAX8 inh HTS: 2; PGC1a acetyl inh: -2

Results for CCCCn1c(N)c(N(CCOC)C(=O)CC2CCCCC2)c(=O)[nH]c1=O ?
PglD inh: -3; ERAP1 HTS inh: -5; FN deposition inh: 3; EWS-Fli inh: -2; LGR2 inh: -8; S100A4 MyoIIA: -5; PAX8 inh HTS: -8; PGC1a acetyl inh: 10

Results for Cc1noc(C)c1NC(=O)N(C)C[C@@H]1Oc2c(NC(=O)c3ccncc3)cccc2C(=O)N([C@@H](C)CO)C[C@H]1C ?
PglD inh: -5; ERAP1 HTS inh: 2; EWS-Fli inh: 3; LGR2 inh: 0; S100A4 MyoIIA: 18; PGC1a acetyl inh: 7

What do the screens show for `CN(C)Cc1cn(CC[C@@H]2CC[C@@H](NC(=O)Cc3cccnc3)[C@@H](CO)O2)nn1`?
PglD inh: 2; ERAP1 HTS inh: 6; FN deposition inh: -3; EWS-Fli inh: 3; LGR2 inh: 1; S100A4 MyoIIA: 0; PAX8 inh HTS: -2; PGC1a acetyl inh: 9

Results for N#C[C@@H]1[C@H](c2ccc(C#Cc3ccccc3F)cc2)[C@H](CO)N1C(=O)C1CCC1 ?
PglD inh: -2; ERAP1 HTS inh: 0; FN deposition inh: -8; EWS-Fli inh: -37; LGR2 inh: 9; S100A4 MyoIIA: -28; PAX8 inh HTS: 14; PGC1a acetyl inh: -6

Results for Cc1cccc(NC(=O)CSCC(=O)Nc2cc(C(F)(F)F)ccc2N2CCOCC2)c1 ?
PglD inh: 5; ERAP1 HTS inh: -3; FN deposition inh: -4; EWS-Fli inh: 1; LGR2 inh: 11; S100A4 MyoIIA: -4; PAX8 inh HTS: 2

What do the screens show for `COc1ccc(OC)c(NC(=O)C2(C)CCN2Cc2ccccc2OC(F)F)c1` (stereo not given)?
PglD inh: 0; ERAP1 HTS inh: 1; FN deposition inh: 22; EWS-Fli inh: 0; LGR2 inh: -7; S100A4 MyoIIA: 7; PAX8 inh HTS: 11

How did COC(=O)C1=C(C)N(Cc2ccc(C(F)(F)F)cc2)C(=NCc2ccccc2C(F)(F)F)NC1c1ccccc1C(F)(F)F (stereo not given) do in these assays?
ERAP1 HTS inh: -3; FN deposition inh: 4; EWS-Fli inh: 12; LGR2 inh: -14; S100A4 MyoIIA: -2; PAX8 inh HTS: -4

Results for CC1CN(C(=O)CCC(=O)N2CCN(c3cccc(C(F)(F)F)c3)CC2)c2ccccc2O1 (stereo not given) ?
PglD inh: -1; ERAP1 HTS inh: 2; FN deposition inh: -9; EWS-Fli inh: 3; LGR2 inh: 18; S100A4 MyoIIA: -2; PAX8 inh HTS: 21; PGC1a acetyl inh: -6

How did Cn1nc(C(=O)OCC(=O)Nc2ccc(F)cc2Cl)c2ccccc2c1=O do in these assays?
PglD inh: 8; ERAP1 HTS inh: 2; FN deposition inh: 3; EWS-Fli inh: -4; LGR2 inh: 11; S100A4 MyoIIA: 0; PAX8 inh HTS: 13; PGC1a acetyl inh: 6

Results for Cc1ccc(C)c(OCCC(=O)NCCc2ccc(F)cc2)c1 ?
PglD inh: 1; ERAP1 HTS inh: 2; FN deposition inh: 6; EWS-Fli inh: -1; LGR2 inh: 7; S100A4 MyoIIA: 0; PAX8 inh HTS: -6; PGC1a acetyl inh: 4

What do the screens show for `CCOc1ccccc1NC(=O)COc1ccc2ccc(=O)oc2c1`?
PglD inh: -5; ERAP1 HTS inh: 0; FN deposition inh: -6; EWS-Fli inh: -12; LGR2 inh: -12; S100A4 MyoIIA: -16; PAX8 inh HTS: 4
